# TbREL1 inh: TbREL1 inhibition, primary screen; P86926; TbREL1 RNA ligation, FRET fluorescence; inhibition, % at 9.66 µM; 89,000 compounds, 0.49% hits; AID 1117264;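 active means inhibition above the mean inhibition across all screened compounds plus 3 SD, cut at about 11% in these data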;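 further: 0% = plate median of test wells and 100% = NSC42067 control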
# Target sequence (P86926 whole entry, looked up): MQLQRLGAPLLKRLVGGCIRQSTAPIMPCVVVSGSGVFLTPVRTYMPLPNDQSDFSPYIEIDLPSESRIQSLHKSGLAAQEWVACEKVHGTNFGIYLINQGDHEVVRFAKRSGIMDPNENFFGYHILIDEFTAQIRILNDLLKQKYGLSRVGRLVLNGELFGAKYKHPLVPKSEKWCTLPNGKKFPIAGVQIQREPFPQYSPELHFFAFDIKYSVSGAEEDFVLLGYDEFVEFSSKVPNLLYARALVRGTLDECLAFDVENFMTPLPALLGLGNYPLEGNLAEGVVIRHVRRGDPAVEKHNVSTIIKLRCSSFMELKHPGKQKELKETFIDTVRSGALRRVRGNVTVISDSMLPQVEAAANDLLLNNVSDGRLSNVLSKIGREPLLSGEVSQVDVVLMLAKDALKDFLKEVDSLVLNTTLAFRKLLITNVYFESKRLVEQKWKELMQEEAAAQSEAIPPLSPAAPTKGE
# Numbers without * were called inactive. This is a subset; rates above refer to the full screens.
SMILES,TbREL1 inh
CCCCn1nnnc1C(c1cc2ccccc2o1)N1CCN(CC(=O)N2CCCC2)CC1 (stereo unspecified),0
CC(C)CN(C(=O)CN(C)C(=O)Cc1ccc(Cl)cc1)c1c(N)n(CC(C)C)c(=O)[nH]c1=O,-1
Cc1ccc(/C(O)=C/C(=O)C(=O)NC23CC4CC(CC(C4)C2)C3)cc1,-4
CCC(CO)Oc1cc(NCc2ccc(C(C)(C)C)cc2)c2ncn(C(C)C)c2c1 (stereo unspecified),-4
CSc1ccc(Cn2c(C)c(C(=O)NCc3ccc4c(c3)OCCO4)sc2=O)cc1,-1
COc1nc(NC23CC4CC(CC(C4)C2)C3)nc(OC)n1,0
CCc1cc2c(=O)c(-c3nc4ccccc4n3C)c(CCCC(=O)O)oc2cc1OC(=O)C(C)(C)C,-5
COc1ccc(N2CCN(C(=O)c3oc4c(c3C)C(=O)CCC4)CC2)cc1,-7
c1ccc2c(c1)oc1c(N3CCOCC3)ncnc12,7
COc1ccc(N2CCN(C(=O)C(OC(C)=O)c3ccccc3)CC2)cc1 (stereo unspecified),-5
COc1cccc(C(=O)N[C@@H](Cc2cccnc2)C(=O)N2CCC[C@H]2C(=O)NCc2ccccc2)c1,1
COc1ccc(NS(=O)(=O)c2c(F)cc(F)c(Cl)c2F)cc1S(=O)(=O)N1CCCCC1,3
COc1cccc(NC(=O)CSc2ccc3nnc(CCNC(=O)c4ccccc4)n3n2)c1,1
O=C(CSc1nc2ccccc2o1)Nc1ccccc1N1CCCCCC1,2
COc1ccc(-c2ccc(C(=O)Nc3cccc(F)c3)c3occc23)c(C)c1,2
Cc1ccc(OCCC(=O)NNC(=O)c2cc(C)oc2C)cc1,-2
COc1ccccc1OCCCCN1CCN(c2ccccc2OC)CC1,-1
Cn1cnnc1SCC(=O)NC1CCCc2ccccc21 (stereo unspecified),1
O=C(C1CCN(S(=O)(=O)c2cccc3cccnc23)CC1)N1CCN(c2ccccn2)CC1,0
COc1cc(C(=O)Nc2ccc3c(c2)OCCO3)ccc1-n1cnnn1,0
CCOc1ccc(NC(=O)CSc2ccc3nnc(-c4ccccn4)n3n2)cc1,2
CCCCc1c(O)nc(SCC(=O)NCC2CCCO2)[nH]c1=O (stereo unspecified),-5
CN(CCCC(=O)Nc1ccncc1)S(=O)(=O)c1ccc(Cl)cc1,-1
CCOc1ccc(C)cc1S(=O)(=O)NC1CCCCC1,0
Cc1ccc(C)c(N(CC(=O)NCc2ccco2)C(=O)CNS(=O)(=O)c2ccccc2)c1,-1

# Shown tab-delimited: entries from further up.
mol	TbREL1 inh
COc1cc(C(=O)Nc2ccc3c(c2)OCCO3)ccc1-n1cnnn1	0
CCOc1ccc(NC(=O)CSc2ccc3nnc(-c4ccccn4)n3n2)cc1	2
CCCCc1c(O)nc(SCC(=O)NCC2CCCO2)[nH]c1=O (stereo unspecified)	-5

# Some of the entries above, reformatted:
Structure | TbREL1 inh
Cc1ccc(OCCC(=O)NNC(=O)c2cc(C)oc2C)cc1 | -2
COc1cc(C(=O)Nc2ccc3c(c2)OCCO3)ccc1-n1cnnn1 | 0
CCCCc1c(O)nc(SCC(=O)NCC2CCCO2)[nH]c1=O (stereo unspecified) | -5
COc1cccc(NC(=O)CSc2ccc3nnc(CCNC(=O)c4ccccc4)n3n2)c1 | 1
O=C(C1CCN(S(=O)(=O)c2cccc3cccnc23)CC1)N1CCN(c2ccccn2)CC1 | 0

# Next part.
SMILES,TbREL1 inh
Cc1ccc(C(=O)NC(=O)CSc2nncn2C)cc1,-1
C=CCn1c(SCC(=O)NCCCC)nc2scc(-c3ccco3)c2c1=O,-1
COc1ccc(-c2[nH]ncc2CN(CC2CCC(=O)N2)C(C)C)cc1F (stereo unspecified),-2
CCOC1=C2CN(S(=O)(=O)c3ccc(C)cc3)[C@@H](c3ccc(CC)cc3)C[C@H]2[C@H]2C(=O)N(c3ccccc3)C(=O)[C@H]2C1,-1
COc1cc(NC(=O)c2cncc(-c3ccc(C#N)cc3)c2)cc(C(=O)Nc2cccc(C(F)(F)F)c2)c1,-3
CCOCCCNC(=O)CSc1ccccc1,0
O=C(CSc1nc2c(cnn2-c2ccc(F)cc2)c(=O)[nH]1)N1CCCCC1,-2
CCc1ccc2oc(-c3ccc(NC(C)=O)cc3)nc2c1,4
Cc1cc(C)nc(NS(=O)(=O)c2ccc(NC(=O)C3(c4ccc([N+](=O)[O-])cc4)CCCC3)cc2)n1,-3
O=C(Cc1csc(N2CCOCC2)n1)N/N=C/c1ccc(O)c(O)c1O,12*
CC(C)CC(=O)Nc1cccc(-c2cn3ccsc3n2)c1,2
C[C@H]1[C@@H](OC(=O)NCc2cccc(C(F)(F)F)c2)CC[C@@]23CCCN2C(=O)CCC[C@@H]13,-2
Cc1nc(N2CCN(c3ccccc3O)CC2)c2c(-c3ccccc3)csc2n1,-3
CCc1cc2cc(C(=O)Nc3ccc(F)cc3)sc2s1,1
CN(C)C(CNC(=O)c1ccc2[nH]c(=O)c(=O)[nH]c2c1)c1ccco1 (stereo unspecified),0
CC(C)C(C(=O)Nc1nccs1)c1ccc(Cl)cc1 (stereo unspecified),3
NC(=O)c1ccc(Oc2ccc(C(N)=O)cc2)cc1,2
CCCc1cc(=O)[nH]c2nnc(SCC(=O)NCc3ccc4c(c3)OCO4)n12,0
Cc1ccc(Cn2c(=O)c3ccccc3n3c(SCC(=O)N4CCCCC4C)nnc23)cc1 (stereo unspecified),6
O=C(COC(=O)c1c(Cl)cccc1Cl)NC1CCCCCCC1,-1
Cc1ccc(C(=O)NCCC(=O)N2CCC3(CC2)NCCc2[nH]cnc23)cc1,-1
O=C1CC(c2ccccc2)Cc2nc(N3CCc4ccccc4C3)ncc21 (stereo unspecified),-1
O=C(Cc1n[nH]c(=O)c2ccccc12)NCc1ccc(Cl)cc1,2
O=C(CSc1nnc(CNC(=O)c2ccco2)o1)Nc1ccccc1C(F)(F)F,5
CC(CNc1ccc([N+](=O)[O-])c2cccnc12)Nc1c([N+](=O)[O-])cc(C(F)(F)F)cc1[N+](=O)[O-] (stereo unspecified),5

# The list continues.
SMILES,TbREL1 inh
CC(=O)c1ccc(NC(=O)CSc2nc3ccccc3c(=O)n2CCCN2CCOCC2)cc1,0
Cc1ccc(C2C(C(=O)c3cccs3)=C(O)C(=O)N2c2nnc(C)s2)cc1 (stereo unspecified),-3
CCOc1ccccc1N1CCN(S(=O)(=O)c2ccc3c4c(cccc24)C(=O)N3)CC1,4
CCOCCCn1c(=S)[nH]c2cc(C(=O)N3CCN(C)CC3)ccc2c1=O,-2
Cc1cccc(Cl)c1NC(=O)N1CCN(c2ccnc3cc(Cl)ccc23)CC1,4
CC(c1ccccn1)N(C)C(=O)c1ccc2nc(Cc3ccccc3F)oc2c1 (stereo unspecified),-2
COc1ccc(C(=O)Nc2nnc(-c3ccccc3)o2)cc1OC,3
CCOC(=O)C(=CNc1cc(C)ccc1C)C(=O)OCC,-1
CCn1c(C)nc2cc(S(=O)(=O)N3CCCC3)ccc21,-2
CCOC(=O)c1cc(NC(=O)c2cccnc2)cc(C(=O)OCC)c1,-3
O=C1c2cccc3cccc(c23)C(=O)N1CC1CCN(CC(O)COc2ccc3ccccc3c2)CC1 (stereo unspecified),3
Oc1ccc(N=Nc2ccc3c(c2)OCCO3)c2cccnc12,-10
Cc1sc2ncnc(SCC(=O)NNC(=O)COc3cccc4ccccc34)c2c1C,-1
Cn1cc(CC(=O)N2CCN(c3ccccc3F)CC2)c2ccccc21,-5
Cc1c(C(=O)NCc2ccco2)oc2ccccc12,1
O=C(CNC(=O)c1ccc(Br)o1)NNC(=O)c1ccc(Br)cc1,1
CC(NC(=O)COc1ccccc1)C(=O)NCc1ccccc1Cl (stereo unspecified),8
CC(C)N1C(=O)CCC1C(=O)NCc1ccccc1Cl (stereo unspecified),0
C/C(N)=C(/C#N)C(=O)COC(=O)c1cc2c(s1)CCCC2,0
CC1(c2nnc(-c3cccc(Cl)c3)o2)CC(c2ccc(OC(F)(F)F)cc2)=NO1 (stereo unspecified),1
O=C(Nc1cccc(NC(=O)N2CCN(c3ccccc3)CC2)c1)N1CCN(c2ccccc2)CC1,0
COc1ccc(CN(C)CC(=O)Nc2ccccc2C(=O)NC2CC2)cc1F,-3
O=C(NC(=O)N1CCCC1)c1csnn1,-1
O=C(c1cn(-c2ccccc2)nc1-c1cccs1)N1CCN(c2ccccn2)CC1,-1
COc1cccc(NC(=O)CC2SC(=Nc3ccccc3)NC2=O)c1 (stereo unspecified),-2

# 3 successive compounds out of the list so far, for reference:
SMILES,TbREL1 inh
O=C(CNC(=O)c1ccc(Br)o1)NNC(=O)c1ccc(Br)cc1,1
CC(NC(=O)COc1ccccc1)C(=O)NCc1ccccc1Cl (stereo unspecified),8
CC(C)N1C(=O)CCC1C(=O)NCc1ccccc1Cl (stereo unspecified),0

# Carrying on:
SMILES,TbREL1 inh
O=C(OCC1CCNCC1)c1ccc(F)cc1,0
O=[N+]([O-])c1cccc(-c2csc(CS(=O)(=O)Cc3ccco3)n2)c1,-2
COC(=O)c1ccccc1NS(=O)(=O)c1ccc(F)cc1,-1
COc1ccc(Br)cc1CNC(=O)CCc1nc(-c2ccccc2F)no1,-1
CCCn1cc(S(=O)(=O)c2ccccc2)c(=O)c2cc(OC)c(OC)cc21,0
COc1ccc(CNS(=O)(=O)CCNC(=O)c2ccc3c(c2)OCO3)cc1,0
CN(CC(=O)NC1CCN(Cc2ccccc2)CC1)S(=O)(=O)c1ccc(Br)s1,0
Cc1cccc2cc(/C=N/NC(=O)[C@H]3C[C@@H]3c3ccccc3)c(Cl)nc12,8
COc1ccc(C2(C(=O)NCCCN(C)C)CCOCC2)cc1,-1
O=C(Cn1cnc2ccccc2c1=O)N1CCN(S(=O)(=O)c2ccc(F)cc2)CC1,2
CCc1ccccc1NC(=S)N(Cc1ccco1)C(C)c1cccs1 (stereo unspecified),1
CC1(C)CC(=O)C2=C(C1)OC(=O)C2(NC(=O)c1cccs1)C(F)(F)F (stereo unspecified),-1
Cc1ccc(N2C(=S)N=C(Nc3ccccc3C)C23CCOC(C)(C)C3)cc1 (stereo unspecified),1
COc1ccc(NC(=O)CN(C)C(=O)c2ccc(N3CCCC3)c([N+](=O)[O-])c2)cc1,6
C=CCNC(=O)c1ccccc1CCc1ccccc1,-3
CCOc1ccccc1CN1CCNC(=O)C1CC(=O)N(C)CCC1CCOCC1 (stereo unspecified),-2
O=C1C=C(c2ccc(F)cc2OCc2ccccc2)C[C@@H](c2ccc3c(c2)OCO3)C1,1
COc1ccc(C(=O)N2CCCC(C(=O)N3CCCCCC3)C2)cc1 (stereo unspecified),-4
Cc1cc(NC(=O)COC(=O)c2cccc(S(=O)(=O)N3CCOCC3)c2)no1,-5
CCc1ccccc1NC(=O)c1nnn(CC(=O)Nc2cccc(C)c2C)c1N,0
COc1ccc(C(=O)NC(=O)N2CCCCC2)cc1,-1
C#CCn1c(-c2ccccc2)ccc(C#N)c1=O,2
Cc1ccc(C(=O)N/C(=C\c2ccc(F)cc2)C(=O)NCCN2CCOCC2)cc1,0
COc1ccc(N(CC(=O)Nc2ccc3c(c2)OCO3)S(=O)(=O)c2ccc(C)cc2)cc1OC,-4
O=[N+]([O-])c1ccc(N2CCN(c3ccccn3)CC2)c(Cl)c1,1

# Reprinted from the part before: 5 entries, then new ones.
SMILES,TbREL1 inh
COc1ccc(C(=O)NC(=O)N2CCCCC2)cc1,-1
C#CCn1c(-c2ccccc2)ccc(C#N)c1=O,2
Cc1ccc(C(=O)N/C(=C\c2ccc(F)cc2)C(=O)NCCN2CCOCC2)cc1,0
COc1ccc(N(CC(=O)Nc2ccc3c(c2)OCO3)S(=O)(=O)c2ccc(C)cc2)cc1OC,-4
O=[N+]([O-])c1ccc(N2CCN(c3ccccn3)CC2)c(Cl)c1,1
COc1ccc(CN(C)C(=O)C2CCCN(c3nc4ccccc4o3)C2)cc1 (stereo unspecified),-2
CSc1n[nH]c(NCc2ccccc2)n1,-2
COc1ccc2[nH]c3c(c2c1)CCN[C@]31C(=O)Nc2ccccc21,6
COC(=O)C(C(=O)OC)C1CCCCC1NS(=O)(=O)c1ccc(C)cc1 (stereo unspecified),4
COc1cc(NC(=O)CSc2ncnc3c2cnn3Cc2ccccc2)cc(OC)c1,2
C/C=C/CSc1nc2c(c(=O)[nH]c(=O)n2C)n1C(C)C,-1
O=C(Cc1ccsc1)Nc1ccccc1F,2
Cc1cc(C)nc(NC(=O)CN2C(=O)c3ccccc3S2(=O)=O)n1,4
O=C(Nc1ccc(S(=O)(=O)N2CCCCC2)cc1)c1ccncc1,4
Nc1nc(-c2ccc3c(c2)NC(=O)CO3)cs1,7
N#Cc1ccsc1NC(=O)CN1CCOCC1,-1
COCCCNC(=S)N1CCN(c2ccccc2)CC1,-3
COCCNC(=O)C(c1ccc(F)cc1)N(Cc1ccccc1)C(=O)CCC(=O)Nc1nccs1 (stereo unspecified),-2
Cc1ccc(NC(=O)CN2C(=O)CSC2=O)cc1,0
COc1cc(CN2CCc3c([nH]c4ccccc34)C2)cc(OC)c1,-2
O=C(O)c1cccc(COCC(F)(F)C(F)F)c1,1
CCOC(=O)[C@H]1[C@H]2COc3ccc(Br)cc3[C@@H]2N2C(=O)CN(Cc3ccc(F)cc3)C(=O)[C@@]12C,0
CCC(C)[C@H](NC(=O)[C@H](Cc1ccccc1)NC(=O)OC(C)(C)C)C(=O)NCc1ccccc1Br (stereo partly specified),8
Cc1[nH]c2ccccc2c1C(C[N+](=O)[O-])c1cccc(O)c1 (stereo unspecified),-1
O=S(=O)(c1ccc(Cl)cc1)N1CCNCC1,-1
O=C(/C=C/c1cccc(Cl)c1)c1ccc([N+](=O)[O-])o1,7
CCC(C)c1ccccc1N1CC(C(=O)Nc2cc(S(=O)(=O)N3CCOCC3)ccc2OC)CC1=O (stereo unspecified),-1
CCC(=O)NCC[C@@H]1CCc2ccc3c(c21)CCO3,4
COc1ccc(C(=O)O)cc1S(=O)(=O)Nc1ccccc1C(=O)NCc1ccc2c(c1)OCO2,9
Cc1ccc(-c2cc(-c3ccccc3C)[nH]n2)c(O)c1,4
CCN(CC)CCCN=C(C)C1=C(O)c2ccccc2C1=O,-3
Cc1cc(C(=O)OCC(=O)NCc2ccccc2)c2ccccc2n1,-1
Cc1cccc(N2CCN(CC(O)COCc3cccs3)CC2)c1C (stereo unspecified),-3
Cc1ccccc1Nc1cc(=O)oc2ccccc12,3
Cc1cc(C)c(C(=O)Nc2ccc(S(=O)(=O)Nc3onc(C)c3C)cc2)c(C)c1,-4

# High-throughput results from PubChem.
